Source: PubChem
CSN deneddyl inh = inhibitors of CSN-mediated cullin deneddylation, primary screen, biochemical, fluorescence polarization, uHTS | AID 651999, 2013 | inhibition, % at 12.5 µM | Purified CSN, SCF-Nedd8-OG deneddylation | actives 0.38% (n = 360,000);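 active means pattern-corrected inhibition above about 35%, with an unprinted fluorescence ratio check between 0.5 and 1.5, limit read from the data, passing the limit was not always enough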;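 further: 0% = enzyme with substrate and 100% = substrate without enzyme; some results filed as inactive read as strong as hits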
Target sequence (Q92905 whole entry, looked up, one chain of several): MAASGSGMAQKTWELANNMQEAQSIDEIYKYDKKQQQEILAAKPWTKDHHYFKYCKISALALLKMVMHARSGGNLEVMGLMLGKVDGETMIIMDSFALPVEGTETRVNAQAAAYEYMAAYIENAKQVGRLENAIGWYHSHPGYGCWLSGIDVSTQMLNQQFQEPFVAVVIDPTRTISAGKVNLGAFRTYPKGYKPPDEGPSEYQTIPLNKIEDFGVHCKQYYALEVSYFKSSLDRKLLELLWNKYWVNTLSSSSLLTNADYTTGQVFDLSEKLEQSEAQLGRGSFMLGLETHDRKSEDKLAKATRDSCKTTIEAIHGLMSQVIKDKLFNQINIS
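Test system: Human Csn5 produced in HEK293T cells | Compound: 12.5 µM single point | Times: 90 min, room temperature | Signal: Fluorescence polarization readout | Read-out basis: % inhibition of substrate cleavage by Csn5 | Controls: no-enzyme wells high, enzyme-with-substrate wells low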
MsrA inhibitor = bovine MsrA enzyme inhibitors, primary screen, biochemical, absorbance, HTS; Methionine sulfoxide reductase A (Bos taurus); actives 0.75% (n = 360,000); inhibition, % at 15.5 µM; purified bovine MsrA, absorbance read-out; in the data active means inhibition above about 4.5%;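 further: 0% = vehicle wells with enzyme and 100% = reference inhibitor wells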
MsrA act = bovine MsrA enzyme activators, primary screen, biochemical, absorbance, HTS; Methionine sulfoxide reductase A (Bos taurus); actives 0.3% (n = 360,000); activation, % at 10.6 µM; purified bovine MsrA, absorbance read-out; AID 602163, 2012; in the data active means activation above about 7.5%;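 further: 0% = vehicle and 100% = reference activator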
TbMetRS inhib = T. brucei MetRS inhibitors, primary screen, biochemical, luminescence; methionyl-tRNA synthetase (Trypanosoma brucei brucei); purified T. brucei MetRS, ATP depletion, Kinase-Glo luminescence; AID 624268, 2012; inhibition, % at 11.9 µM; actives 0.4% (n = 360,000);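 active means inhibition above a per-plate cutoff of the control wells' mean inhibition plus 3 SD, cut at about 5.5% in these data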;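 further: 0% = DMSO wells median and 100% = median of wells with control inhibitor compound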
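Material: T. brucei methionyl-tRNA synthetase, purified; reagent: substrates ATP, L-methionine and bulk Escherichia coli tRNA; dosing: 11.9 µM single point; timing: 15 min plus 2 h at 25 °C; detection: luminescence of leftover ATP; evaluation: % inhibition; control set: DMSO-only wells as low control; replicates: singlicate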
MLLE-PAM2 inh = inhibitors of PABP1 MLLE–PAM2 peptide binding, primary screen, biochemical, fluorescence polarization, FITC-PAM2, GST-MLLE; Polyadenylate-binding protein 1 (Homo sapiens), P11940; inhibition, % at 20 µM; actives 0.36% (n = 360,000); AID 588489, 2011; in the data active means inhibition above about 35%, passing the limit was not always enough;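 further: plate controls were DMSO wells with GST-MLLE for no effect and wells lacking GST-MLLE protein for full effect; some results filed as inactive read as strong as hits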
Target sequence (P11940 whole entry, looked up): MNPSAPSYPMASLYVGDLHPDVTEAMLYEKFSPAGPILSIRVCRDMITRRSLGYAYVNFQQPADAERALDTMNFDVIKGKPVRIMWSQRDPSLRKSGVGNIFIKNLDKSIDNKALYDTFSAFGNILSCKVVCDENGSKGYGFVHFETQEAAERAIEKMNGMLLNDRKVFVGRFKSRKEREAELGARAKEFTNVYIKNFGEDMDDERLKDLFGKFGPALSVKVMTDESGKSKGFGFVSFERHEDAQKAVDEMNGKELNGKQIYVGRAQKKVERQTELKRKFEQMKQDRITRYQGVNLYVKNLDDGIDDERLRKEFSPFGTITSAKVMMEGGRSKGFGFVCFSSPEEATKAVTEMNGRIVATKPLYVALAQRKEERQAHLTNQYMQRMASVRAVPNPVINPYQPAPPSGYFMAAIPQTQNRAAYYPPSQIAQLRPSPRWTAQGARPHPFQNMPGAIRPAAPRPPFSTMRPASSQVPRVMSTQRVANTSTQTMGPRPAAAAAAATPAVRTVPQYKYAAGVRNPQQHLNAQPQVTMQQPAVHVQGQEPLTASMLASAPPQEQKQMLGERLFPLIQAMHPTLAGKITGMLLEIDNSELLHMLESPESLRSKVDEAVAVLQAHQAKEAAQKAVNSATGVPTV
Rin1-Abl PPI inh = inhibitors of Rin1-Abl protein binding, primary screen, biochemical, TR-FRET | Tyrosine-protein kinase ABL1 (Homo sapiens) + Ras and Rab interactor 1 (Homo sapiens), … | inhibition, % at 7.35 µM | actives 0.4% (n = 360,000); in the data active means inhibition above about 5%, passing the limit was not always enough
Neddylation inh = inhibitors of cullin neddylation, primary screen, biochemical, TR-FRET, uHTS, NAE and Ubc12. NEDD8-conjugating enzyme Ubc12 (Homo sapiens) + NEDD8-activating enzyme E1 regulatory …. calls only at 25 µM. actives 0.58% (n = 360,000); in the data active means inhibition above about 36%
FAS TE block = FAS thioesterase domain inhibitors, primary screen, biochemical, fluorescence intensity, uHTS; Fatty acid synthase (Homo sapiens), P49327; inhibition, % at 15 µM; recombinant FAS-TE, OMFH fluorogenic substrate, fluorescence endpoint; actives 0.67% (n = 360,000);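 active means compounds whose normalised, plate-corrected inhibition of enzyme fluorescence in the single-dose primary screen is 50% or more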;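 further: 0% = DMSO with enzyme and 100% = substrate without enzyme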
eLon inh = inhibitors of E. coli Lon protease, primary screen, biochemical, fluorescence polarization. AID 602123, 2011. P0A9M0. inhibition, % at 7.94 µM. purified E. coli Lon protease. actives 0.42% (n = 360,000); in the data active means inhibition above about 13%, passing the limit was not always enough;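 further: 0% = enzyme with probe and DMSO and 100% = no enzyme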
Active calls of the source: *; i = inactive; x = not tested or not shown.

1. CCOC(=O)C1CCN(C(=O)COC(=O)/C=C/c2ccccc2)CC1
2. COc1ccccc1NC(=O)CNc1ccc(F)c(Cl)c1
3. O=C(N/N=C/c1c(O)ccc2ccccc12)c1ccc(Br)o1
4. O=C(NCc1ccccn1)c1cc(-c2ccccc2)on1
5. CC1(C(=O)NS(=O)(=O)c2ccc(Cl)cc2)CCN1C(=O)CCC1CCCC1 (stereo not drawn)
6. COCC(=O)NC1CCN(C(=O)NCc2ccccc2)CC1
7. Oc1ccccc1N=Cc1ccc[nH]1
8. CCCCCCN1C[C@@H](n2cc(-c3ccc(F)cc3)nn2)[C@H](O)C[C@@H]1c1ccc(OC)cc1
9. O=C(CCCC(=O)NCc1ccc(F)cc1)NCc1ccc(F)cc1
10. COc1ccc(-c2cnc3c(NC(C)=O)cc(-c4cccc(C(=O)NCCN(C)C)c4)cn23)cc1OC

Assay by compound | 1 | 2 | 3 | 4 | 5 | 6 | 7 | 8 | 9 | 10
CSN deneddyl inh | 0 | -8 | 37* | -4 | 6 | 0 | 0 | -5 | -8 | -5
MsrA inhibitor | 0.3 | -0.1 | -0.2 | -1.4 | 0.1 | 0.3 | -0.5 | -0.3 | 0.6 | 0.1
MsrA act | -10 | -2 | -4 | -1 | -3 | -2 | -5 | -1 | -3 | -6
TbMetRS inhib | -0.6 | 0.5 | 0.2 | 0.5 | 0.2 | -0.2 | -1.1 | -1.7 | -0.6 | -0.6
MLLE-PAM2 inh | -2 | -8 | -54 | -5 | 0 | 4 | 17 | -11 | 0 | -6
Rin1-Abl PPI inh | -2 | 1 | 1 | -3 | 1 | -6 | -4 | 1 | 2 | -8
Neddylation inh | i | i | x | i | i | i | i | i | i | i
FAS TE block | -7 | -1 | 14 | -7 | 4 | -7 | -14 | 21 | -4 | -1
eLon inh | 2 | -6 | -111 | -4 | 5 | -4 | 3 | 7 | -1 | -8

11. CCSc1ccccc1C(=O)NCc1ccc(S(N)(=O)=O)cc1
12. COc1ccc(C2C(C#N)=C(/N=C/N3CCN(C)CC3)OC3=C2C(=O)CC(C)(C)C3)cc1 (stereo not drawn)
13. CC(SCc1nc2sc3c(c2c(=O)[nH]1)CCCC3)C(=O)Nc1ccccn1 (stereo not drawn)
14. COc1ccc(C(=O)Nc2cccc3ccccc23)cc1
15. Cc1cc(C(=O)NNS(=O)(=O)c2ccc(F)cc2)nn1C(C)(C)C
16. CN(C)c1ccc(/C=N/NC(=O)c2ccc(Cn3cc(Br)cn3)o2)cc1
17. CC(C)(C)c1ccc(C(=O)NN2C(=O)CSC2=S)cc1
18. O=C1CC(c2cccc(Cl)c2)CC(O)=C1C=NCCCO (stereo not drawn)
19. O=C(Nc1ccccn1)c1ccc(Br)s1
20. Cc1cc(C)c(C)c(S(=O)(=O)N2CCN(C(=O)c3ccco3)CC2)c1C

Assay by compound | 11 | 12 | 13 | 14 | 15 | 16 | 17 | 18 | 19 | 20
CSN deneddyl inh | -2 | 0 | 5 | 1 | 3 | 2 | -1 | -6 | -3 | 2
MsrA inhibitor | 0.2 | 2.1 | -0.1 | -0.1 | 0.3 | 4.2 | 4.1 | 2.2 | -0.1 | -0.5
MsrA act | -5 | -4 | -3 | -3 | -4 | -9 | -1 | -5 | -1 | -2
TbMetRS inhib | 0.2 | -0.8 | -0.3 | -0.2 | -0.1 | -0.2 | -0.4 | -0.1 | -0.6 | 0.8
MLLE-PAM2 inh | 5 | 10 | -33 | -1 | -8 | -10 | -104 | -6 | -15 | 4
Rin1-Abl PPI inh | 0 | 2 | 0 | -2 | -2 | -2 | -2 | -4 | -1 | 2
Neddylation inh | i | i | i | i | i | x | i | i | i | i
FAS TE block | 0 | -2 | -6 | -1 | -5 | -8 | 1 | -9 | -1 | 9
eLon inh | -1 | -5 | -40 | -5 | 3 | -9 | -5 | 8 | -1 | -2

21. Cc1cc(-n2c(=O)c(C#N)cc3c(=O)n4ccccc4nc32)no1
22. O=C(O)Cn1nc(-c2ccc(Cl)cc2)ccc1=O
23. COc1ccc2oc(=O)cc(CN3CCN(Cc4ccccc4)CC3)c2c1
24. CCOC(=O)C1CCN(S(=O)(=O)c2ccc(OC)c(Cl)c2Cl)CC1
25. O=C(N/N=C/c1cc(Br)c(O)c(Br)c1)C1CC1
26. Cc1nnc(NC(=O)CSc2nnc3ncccn23)s1
27. Cc1cccc(Oc2ccc(NC(=O)c3ccccc3C(=O)O)cc2)c1
28. N/C(=N\OC(=O)c1cccc(Cn2cc(C(F)(F)F)ccc2=O)c1)c1ccc(Cl)cc1
29. Cc1ccc(S(=O)(=O)Nn2c(C)ccc2C)cc1
30. CCCCn1c(N)c(N(CCOC)C(=O)CCCc2cccs2)c(=O)[nH]c1=O

Assay by compound | 21 | 22 | 23 | 24 | 25 | 26 | 27 | 28 | 29 | 30
CSN deneddyl inh | -4 | -3 | 0 | 0 | 1 | -2 | 2 | 1 | 16 | 2
MsrA inhibitor | 1.7 | -0.7 | 0.4 | -0.8 | 5.3* | -1.0 | 1.5 | 0.4 | 0.8 | 1.7
MsrA act | -1 | -4 | -3 | -2 | -4 | -9 | 0 | -5 | -5 | -1
TbMetRS inhib | 0.6 | -0.7 | 0.8 | -0.3 | -0.3 | 0.3 | -0.1 | 0.1 | -1.0 | -0.3
MLLE-PAM2 inh | 12 | 7 | 1 | -4 | 1 | 0 | -6 | -26 | -19 | -6
Rin1-Abl PPI inh | 1 | -1 | -3 | -1 | 0 | 1 | -2 | -3 | 0 | 1
Neddylation inh | x | i | i | i | i | i | i | i | i | i
FAS TE block | 4 | 0 | 1 | 26 | -2 | -5 | -5 | 21 | -4 | -5
eLon inh | -1 | 0 | -13 | -10 | 11 | -4 | -2 | 0 | -4 | -3

31. O=[N+]([O-])c1c(NCc2ccccc2)cc(N2CCc3ccccc3C2)c2nonc12
32. Cc1cnc(NC2=NCCC2)s1
33. COc1c(C)cc(S(=O)(=O)NCc2ccco2)c(C)c1C
34. O=C(CN1CCC(n2nnc3cc(F)ccc32)CC1)NCCc1nc2ccccc2[nH]1
35. Cc1ccc(NC(=O)Cc2c(C(=O)O)n(C)c3ccccc23)cc1F
36. CNC(=O)NC(=S)NC(=O)c1cccc(Cl)c1
37. CCN(CC)C(=O)c1ccc(N)cc1
38. O=C(CCl)N(C1CCCC1)C1CCS(=O)(=O)C1 (stereo not drawn)
39. O=C(NC1CCCC1)C1C(c2ccc(C(F)(F)F)cc2)=Nc2ccccc2N1C(=O)c1ccccc1 (stereo not drawn)
40. CCOc1ccccc1C(=O)Nc1cc(=O)n(C)c(=O)n1C

Assay by compound | 31 | 32 | 33 | 34 | 35 | 36 | 37 | 38 | 39 | 40
CSN deneddyl inh | 2 | 2 | 0 | 1 | -8 | -21 | 3 | -4 | -1 | 2
MsrA inhibitor | -0.7 | -0.7 | -0.5 | 0.1 | 1.1 | 2.5 | 0.7 | 0.0 | 1.2 | 0.4
MsrA act | 3 | -8 | 0 | 0 | -3 | -1 | -15 | -1 | x | -2
TbMetRS inhib | -0.2 | -0.8 | -0.4 | 0.7 | 1.6 | -0.3 | -1.1 | 0.5 | 0.4 | -0.6
MLLE-PAM2 inh | -5 | 14 | 9 | -1 | -7 | 30 | 6 | 0 | x | -10
Rin1-Abl PPI inh | 0 | -1 | 1 | 5 | 0 | -1 | 0 | 1 | x | 3
Neddylation inh | i | i | i | i | i | i | i | i | i | i
FAS TE block | 14 | -14 | -3 | -4 | 3 | -7 | -6 | -3 | x | -6
eLon inh | -4 | 2 | 4 | -3 | -4 | 6 | -10 | 3 | x | -1

41. CC(C(=O)N1CCCC1)N1CCN(S(=O)(=O)c2ccc(OC(F)(F)F)cc2)CC1 (stereo not drawn)
42. O=C(CN1C(=O)c2ccccc2C1=O)Oc1ccc(Cl)cc1
43. O=C(Nc1ccccc1C(=O)O)/C(=C/c1ccc(Cl)cc1Cl)NC(=O)c1ccco1
44. CCOc1cc(C(=O)N/N=C/c2ccsc2)cc(OCC)c1OCC
45. COc1ccc(C(=O)NC(=S)Nc2ccc(Cc3ccncc3)cc2)cc1
46. CC(C)CCNC(=O)C(C)N(C(=O)Cn1nnc(-c2ccc(F)cc2)n1)C1CCCC1 (stereo not drawn)
47. CC1(C(=O)NS(=O)(=O)C2CC2)CCCN(C(=O)c2ccccc2)C1 (stereo not drawn)
48. CCC1CCCCN1C(=O)CSc1nnc(-c2cccs2)o1 (stereo not drawn)
49. CCCCCCCC1CC(/C(C)=N/NC(N)=O)OC1=O (stereo not drawn)
50. CC(C)=CCN1CCN(Cc2ccc(C)s2)CC1CCO (stereo not drawn)

Assay by compound | 41 | 42 | 43 | 44 | 45 | 46 | 47 | 48 | 49 | 50
CSN deneddyl inh | 8 | -6 | -4 | -8 | -1 | -4 | -7 | -1 | 4 | -8
MsrA inhibitor | -0.1 | -0.6 | 2.2 | 0.2 | 2.7 | -0.9 | -0.1 | -0.3 | 0.5 | -0.4
MsrA act | -12 | 1 | -10 | -2 | 0 | -4 | -5 | -3 | -4 | 1
TbMetRS inhib | -0.5 | -1.6 | -0.2 | -0.3 | 0.2 | -1.0 | -0.3 | -0.7 | 0.3 | -0.2
MLLE-PAM2 inh | 3 | -9 | -4 | 6 | 5 | -17 | -8 | -15 | 8 | 5
Rin1-Abl PPI inh | 1 | 2 | -3 | -3 | 1 | 4 | 2 | 1 | 1 | -2
Neddylation inh | i | i | i | i | i | i | i | i | i | i
FAS TE block | -8 | -3 | -3 | -4 | 11 | 7 | -6 | -1 | -6 | -6
eLon inh | 8 | -4 | 7 | -6 | -10 | 1 | -3 | -2 | -6 | 0

51. COc1ccc(NC(=O)CCNC(=O)c2ccco2)cc1S(=O)(=O)N(C)C
52. CCC(Sc1ncccc1C(=O)OC(C)C)C(=O)NCc1ccco1 (stereo not drawn)
53. CC(=O)Nc1ccc(S(=O)(=O)N2CCCN(c3nc(C)cc(C)c3C#N)CC2)cc1
54. Cc1cccc2c1-c1sc(C(=O)NCCCN3CCCC(C)C3)cc1CO2 (stereo not drawn)
55. CC(=O)Nc1ccc(S(=O)(=O)c2ccc(N)cc2)cc1
56. Oc1ccc(-c2nnc(Nc3ccccc3)c3ccccc23)cc1

Assay by compound | 51 | 52 | 53 | 54 | 55 | 56
CSN deneddyl inh | 4 | -4 | 5 | 0 | -4 | 4
MsrA inhibitor | 0.0 | -0.7 | 1.8 | 0.8 | -1.2 | 0.3
MsrA act | -3 | -10 | -2 | -1 | -4 | -1
TbMetRS inhib | -0.1 | -0.6 | -0.3 | -0.1 | -0.5 | 0.2
MLLE-PAM2 inh | -27 | 10 | -2 | -3 | 11 | 8
Rin1-Abl PPI inh | -2 | 3 | -3 | -10 | -2 | 0
Neddylation inh | i | i | i | i | i | i
FAS TE block | -2 | -4 | 2 | -4 | -3 | -2
eLon inh | -1 | -6 | 3 | 11 | -4 | -1
